Source: PubChem BioAssay (several laboratories)
UHRF1 binding: human UHRF1 methylated DNA binding inhibitors | UHRF1 binding to methylated oligo, TR-FRET | inhibition, % at 4.4 µM | hit rate 0.75% among 370,000 | AID 687016; in the data active = inhibition above about 21%;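 also: UHRF1 SRA domain binding a hemimethylated CpG hairpin DNA probe; 0% = median of test compound wells and 100% = reference inhibitor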
NPR1 activator: GC-A (human) enzyme activation | P16066 | activation, % at 10 µM | hit rate 0.14% among 370,000 | HEK293 GC-A cells, cGMP TR-FRET, EC30 ANP; 0% at EC30 ANP, 100% saturating ANP; in the data active = activation above about 40%
Target sequence (P16066 whole entry, looked up): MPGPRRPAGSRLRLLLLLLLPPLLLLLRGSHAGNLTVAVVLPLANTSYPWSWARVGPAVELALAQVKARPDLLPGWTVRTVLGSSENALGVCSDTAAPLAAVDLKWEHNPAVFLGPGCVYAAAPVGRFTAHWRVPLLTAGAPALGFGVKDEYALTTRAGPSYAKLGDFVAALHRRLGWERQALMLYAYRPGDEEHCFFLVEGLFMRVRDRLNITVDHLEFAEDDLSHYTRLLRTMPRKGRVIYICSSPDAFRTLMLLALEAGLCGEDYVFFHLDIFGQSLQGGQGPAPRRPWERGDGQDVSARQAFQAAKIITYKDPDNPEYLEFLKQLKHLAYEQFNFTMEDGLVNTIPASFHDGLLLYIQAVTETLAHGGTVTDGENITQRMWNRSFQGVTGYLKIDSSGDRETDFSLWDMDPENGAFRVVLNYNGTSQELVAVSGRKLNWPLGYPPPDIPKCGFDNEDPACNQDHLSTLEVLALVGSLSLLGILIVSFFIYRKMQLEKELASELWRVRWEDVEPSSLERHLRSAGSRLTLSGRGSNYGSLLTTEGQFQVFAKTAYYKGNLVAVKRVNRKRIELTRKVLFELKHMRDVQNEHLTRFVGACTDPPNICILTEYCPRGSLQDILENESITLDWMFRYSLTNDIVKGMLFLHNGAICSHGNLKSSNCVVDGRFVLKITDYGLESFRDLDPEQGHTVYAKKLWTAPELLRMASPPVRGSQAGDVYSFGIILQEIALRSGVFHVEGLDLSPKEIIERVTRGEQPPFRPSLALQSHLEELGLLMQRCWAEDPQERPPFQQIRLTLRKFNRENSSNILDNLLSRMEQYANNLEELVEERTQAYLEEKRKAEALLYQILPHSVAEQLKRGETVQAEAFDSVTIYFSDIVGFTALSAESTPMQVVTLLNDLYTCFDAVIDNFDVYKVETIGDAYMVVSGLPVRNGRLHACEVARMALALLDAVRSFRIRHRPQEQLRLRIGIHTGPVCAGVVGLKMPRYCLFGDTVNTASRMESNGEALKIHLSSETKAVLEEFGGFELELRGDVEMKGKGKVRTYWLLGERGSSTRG
PRMT1 FP inh: blocks human protein arginine methyltransferase 1; recombinant PRMT1, activity-based probe fluorescence polarization; inhibition, % at 2.79 µM; hit rate 1.3% among 370,000; AID 652257; Q99873;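 active = inhibition above about 21% made by adding two undisclosed values, limit read from the data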
rCAG binder: r(CAG) repeat RNA binding; TO-PRO-1 dye displacement fluorescence; inhibition, % at 3 µM; hit rate 1.3% among 370,000;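 active = inhibition above the plate cutoff, the mean of all test compounds on that plate plus 3 SD, cut at about 35% in these data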;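 also: 0% = DMSO alone and 100% = 100 µM mitoxantrone as full dye displacement; higher means more dye released from RNA so lower well fluorescence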
SIAE inh: human SIAE inhibition, primary screen. AID 1053197. inhibition, % at 9.66 µM. SIAE FP-Rh probe binding, fluorescence polarization. hit rate 0.69% among 370,000. Q9HAT2;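 active = inhibition above a cutoff: mean of compounds within the control limits plus 3 SD of those, cut at about 17% in these data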;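 also: 0% = plate median of compound wells and 100% = probe without SIAE protein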
HTRA1 inhibitor: blocks human HTRA1 serine peptidase; Q92743; recombinant HTRA1, FP-rhodamine activity-based probe, fluorescence polarization; inhibition, % at 5.96 µM; hit rate 0.5% among 340,000; AID 504803; in the data active = inhibition above about 36%;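 also: 0% = enzyme with DMSO and 100% = wells lacking enzyme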
GC-B act: GC-B (human) receptor activation; P20594; HEK293-GC-B cells, CNP EC30, cGMP TR-FRET; 0% at EC30 CNP, 100% saturating CNP; activation, % at 10 µM; hit rate 0.11% among 370,000; AID 1920062;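 active = activation at 10 µM reaching about 35% in either raw or pattern-adjusted values, limit read from the data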
MBD2 DNA inh: inhibitors of human MBD2 binding to methylated oligonucleotide; inhibition, % at 4.4 µM; TR-FRET; Q9UBB5; hit rate 0.31% among 370,000; in the data active = inhibition above about 13%
mABHD4 FP: inhibits mouse alpha/beta hydrolase domain 4; purified mABHD4, FP-Rh probe fluorescence polarization; inhibition, % at 8.92 µM; hit rate 0.54% among 370,000; AID 720543;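 active = inhibition exceeding the mean over every tested compound plus 3 SD, cut at about 30% in these data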;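 also: 0% = plate median of compound wells and 100% = S159A mutant with DMSO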
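Doses – 8.92 µM, single dose · Material – wild-type mouse ABHD4 protein · Replication – single well per compound (singlicate) · Measure – percent inhibition of probe binding, normalized to plate controls · Schedule – 45 min compound pre-incubation plus 60 min probe step, 25 °C · Detection – fluorescence polarization with parallel and perpendicular emission, 525/598 nm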
TCR CD3 inh: blocks the human TCR-CD3 interaction; TAMRA-labeled TCR probe fluorescence, biochemical; inhibition, % at 9.4 µM; hit rate 0.37% among 360,000; in the data active = inhibition above about 19%;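 also: recombinant mutant TCR 2C K166C tagged with TAMRA read by polarization; 0% = receptor in buffer alone and 100% = receptor with positive control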
Numbers without * were called inactive. The list is partial; count on the stated rates, not on these rows.

SMILES	UHRF1 binding	NPR1 activator	PRMT1 FP inh	rCAG binder	SIAE inh	HTRA1 inhibitor	GC-B act	MBD2 DNA inh	mABHD4 FP	TCR CD3 inh
O=C(O)C1C2C=CC(C2)C1C(=O)N1CCN(C/C=C/c2ccccc2)CC1 (stereo unspecified)	-1.0	-5.4	1.4	0.6	-2.0	3.5	3.8	-0.5	3.0	0.5
CCN(Cc1ccncc1)C(=S)Nc1ccccc1C	-0.6	3.2	0.1	1.8	-4.4	-2.1	-2.9	1.5	2.7	6.0
O=C(c1ccc(Cn2c(=O)[nH]c3ccccc3c2=O)cc1)N1CCN(c2ccccc2)CC1	-1.4	-14.3	-2.7	-1.4	4.5	5.0	-5.3	-6.6	0.9	-3.2
COc1ccc(OCCSc2nnc3sc4ccccc4n23)cc1	8.9	0.8	2.0	-2.9	-2.7	-11.3	-5.9	0.1	-10.6	10.8
OC(COc1ccc2ccccc2c1)CN1CCCC1 (stereo unspecified)	12.8	3.4	-2.0	2.8	11.7	5.0	1.8	-0.5	-2.2	-3.6
COc1ccc(C)cc1NC(=O)c1ccc([N+](=O)[O-])cc1[N+](=O)[O-]	0.8	0.9	2.5	0.7	-1.1	1.3	-0.5	-7.6	-5.7	2.1
O=C(O)CCCN1C(=O)c2ccc(Oc3cccc([N+](=O)[O-])c3)cc2C1=O	3.0	-3.4	3.1	4.0	-5.4	3.4	-3.6	5.5	6.3	-9.1
CCCCc1nc(NCC2CCCO2)c(C#N)c2c1COC(C)(C)C2 (stereo unspecified)	2.4	3.6	-1.3	-8.9	0.8	-0.8	-2.8	1.0	4.0	1.9
Cc1ccc(C2C3=C(CCCC3=O)N=C3c4ccccc4C(=O)C32)cc1 (stereo unspecified)	-9.8	-11.7	1.0	7.8	12.9	35.2	-13.6	-13.8	28.6	3.4
CCN1CCN(C(=O)CN(c2ccc(F)cc2)S(=O)(=O)c2ccc(OC)c(OC)c2)CC1	3.8	0.3	-3.6	-6.1	-1.0	-0.9	-3.8	-3.5	7.4	2.7
COc1cc(NC(=O)COC(=O)CCc2cc(OC)c(OC)c(OC)c2)cc(OC)c1	-0.4	-8.2	-0.9	-5.1	5.0	-0.3	-2.5	1.9	-3.5	4.0
Cc1ccc(OCC(=O)NNC(=S)NC(=O)C2CC2)c(C)c1	-5.1	1.2	0.2	2.8	2.9	5.3	3.9	-8.2	0.9	-0.8
Cc1ccc(C(=O)Nc2ccc3c(c2)ncn3C)cc1	-3.1	1.8	1.2	-0.5	-1.4	-2.4	4.8	3.8	-2.7	10.6
CCOC(=O)c1cc(S(=O)(=O)N2CCN(C3CCCCC3)CC2)cn1C	0.2	-0.5	-2.7	-0.5	-4.1	5.6	1.0	1.2	-2.0	-1.4
CN(C)c1nc(N)nc(-c2nc3ccccc3s2)n1	-1.4	2.6	-2.3	1.1	-1.6	-4.2	3.0	1.3	2.3	-5.5
Oc1ccc(-c2csc(Nc3ccccn3)n2)cc1O	-3.1	15.6	6.4	26.4	13.3	64.3*	-4.2	-8.4	31.3*	15.5
COc1ccccc1NC(=O)CSc1nccc(-c2ccco2)n1	2.1	-4.4	31.6*	18.7	7.7	-7.7	-4.2	6.5	-8.3	3.9
C=CCn1c(CCNC(=O)C(C)(C)C)nc2ccccc21	-0.9	-0.9	0.5	-5.2	0.9	5.0	-2.0	-0.3	9.4	-5.3
CC(=O)c1cccc(NC(=O)NNC(=O)c2ccc3ccccc3c2)c1	-1.2	-0.1	-3.7	5.2	-1.5	0.0	-2.1	-5.6	-9.8	4.0
O=C1NCC(c2ccccc2)(c2ccccc2)C(=O)N1	-0.6	3.7	2.2	0.7	3.1	1.1	-0.1	0.8	4.8	4.7
CCOC(=O)c1c(S(=O)(=O)NCC(=O)Nc2cccc(F)c2)c(C)n(C)c1C	1.1	-7.4	-4.8	1.5	-2.0	-2.7	7.2	-0.3	-6.0	-8.0
O=C(CN1C(=O)c2ccccc2S1(=O)=O)Nc1ncc(Cl)cc1Cl	-2.5	-3.3	7.2	12.0	-5.2	11.5	2.4	-2.2	12.1	10.0
Cc1ccc(NC(=O)COC(=O)CCc2ccc(S(=O)(=O)N3CCOCC3)cc2)cc1F	-3.2	2.6	-1.2	0.1	-2.0	-5.0	-0.5	0.5	2.1	11.0
O=[N+]([O-])c1nn(-c2ccc3c(c2)OCCO3)n(O)c1=NCc1ccc(F)cc1	-4.4	0.7	1.9	-0.6	4.2	0.2	4.4	-8.3	6.2	5.2
O=C(CN1C(=O)NC2(CCc3ccccc32)C1=O)c1ccc(Br)cc1 (stereo unspecified)	0.3	1.4	2.3	1.0	-9.0	-12.5	2.1	-6.8	0.8	1.8

The closing 3 compounds of the section before lead into the next:
SMILES	UHRF1 binding	NPR1 activator	PRMT1 FP inh	rCAG binder	SIAE inh	HTRA1 inhibitor	GC-B act	MBD2 DNA inh	mABHD4 FP	TCR CD3 inh
Cc1ccc(NC(=O)COC(=O)CCc2ccc(S(=O)(=O)N3CCOCC3)cc2)cc1F	-3.2	2.6	-1.2	0.1	-2.0	-5.0	-0.5	0.5	2.1	11.0
O=[N+]([O-])c1nn(-c2ccc3c(c2)OCCO3)n(O)c1=NCc1ccc(F)cc1	-4.4	0.7	1.9	-0.6	4.2	0.2	4.4	-8.3	6.2	5.2
O=C(CN1C(=O)NC2(CCc3ccccc32)C1=O)c1ccc(Br)cc1 (stereo unspecified)	0.3	1.4	2.3	1.0	-9.0	-12.5	2.1	-6.8	0.8	1.8
COc1ccc(NC(=O)C(=O)NCc2ccncc2)c(OC)c1	-4.6	-3.1	-2.8	-2.5	-4.5	3.7	4.2	3.2	2.0	-1.4
COc1ccccc1/C=N\Nc1cc(C)nc(-n2nc(C)cc2C)n1	3.0	7.9	-4.0	0.9	0.0	-4.6	-2.9	1.3	-8.3	-10.8
CN1CCN(S(=O)(=O)c2cccc(C(=O)Nc3ccc(Br)cc3Br)c2)CC1	0.5	2.4	2.8	-0.3	-4.5	-5.3	-7.1	1.6	-1.6	6.5
C[n+]1ccc(/C=C/c2c[nH]c3ccc(F)cc23)cc1	-229.3	-16.5	-18.0	-167.2	6.2	6.9	-9.7	-57.4	8.6	-9.0
Cc1ccc(CSc2nnc(Cn3c(=O)sc4ccccc43)n2C)cc1	0.8	-2.0	3.8	-2.8	-4.7	-1.3	-3.7	3.1	-0.5	-6.8
Cc1ccc(Cn2c(=O)c3cccnc3n(CC(=O)Nc3cccc(C(F)(F)F)c3)c2=O)cc1	1.6	2.3	1.5	4.5	-30.5	-53.6	10.7	3.5	-0.9	-6.6
CCN(c1ccccc1)S(=O)(=O)c1ccc2c(c1)N(C(C)=O)CCO2	-0.3	-0.5	-1.0	-1.5	-9.0	-0.6	3.1	1.1	-1.3	6.0
CC1CCN(c2ccc(S(=O)(=O)N3CCC(C)CC3)cc2N)CC1	-0.3	2.3	-3.4	-1.4	-0.9	-12.6	4.8	-6.5	-9.8	-0.7
COc1cc(CN2CCNC(=O)C2CC(=O)N2CCCN(C(C)=O)CC2)cc(OC)c1 (stereo unspecified)	-3.1	2.8	-2.5	-1.4	1.3	5.0	1.6	-5.6	1.1	5.1
Cc1csc(SCC(=O)NC2CCC(C)CC2)n1 (stereo unspecified)	-2.6	1.0	-2.2	-4.9	12.4	2.4	2.6	3.9	-0.3	-1.4
CCn1nc(C)c(/C=N/NC(=O)Cn2nc(C)cc2C)c1C	-3.1	-2.5	-2.1	-1.9	6.5	6.4	2.9	1.1	-2.5	9.8
CCn1c(SCC(=O)Nc2cccnc2Cl)nnc1-c1ccccc1	1.1	0.7	-1.1	-5.5	-2.8	10.3	-3.6	-1.7	-3.8	-5.8
COc1cccc(CN(C)C(=O)C2CC(=O)N(c3ccc4c(c3)OCCO4)C2)c1 (stereo unspecified)	-3.2	0.6	-0.6	-6.7	3.8	-4.8	0.3	-7.0	1.1	4.7
CC(C)C(=O)Nc1ccc(NC(=O)c2cc3ccccc3o2)cc1	-1.1	3.0	-3.2	-0.9	2.8	4.2	12.3	-7.4	-6.7	2.5
O=C(c1cc2cc(Br)ccc2[nH]1)N1CCc2ccccc21	-2.7	-1.2	0.0	6.2	2.7	-13.7	0.4	0.0	4.5	-1.1
O=C(N/N=C/C1CC=CCC1)c1cc(Br)ccc1O (stereo unspecified)	0.3	3.0	-0.4	1.2	7.3	9.3	4.0	3.9	9.8	6.9
CN(C(=O)Cn1cc([N+](=O)[O-])ccc1=O)C1CCCCC1	2.0	0.7	1.8	3.2	-2.4	-28.7	-0.2	-1.1	6.9	0.0
Cc1nn(C)c(Cl)c1CN1CCCC(C(=O)Nc2cccc(-n3cccn3)c2)C1 (stereo unspecified)	0.8	2.9	2.9	-5.9	0.0	1.4	-12.0	3.5	2.0	1.6
CC1CCCCN1S(=O)(=O)c1ccc(C(=O)Nc2nnc(-c3ccccc3Cl)o2)cc1 (stereo unspecified)	-2.8	-2.5	-0.4	8.6	-8.8	10.1	-0.7	-0.7	-1.9	2.4
N[C@@H](Cc1ccc(O)cc1)c1nnc([C@H](CC(=O)O)NC(=O)C2CCNCC2)o1	-2.5	1.5	0.2	7.3	-2.5	-3.8	-1.3	3.4	0.7	1.5
CCOC(=O)N1CCC(NCCNC(=O)c2cccc(F)c2)CC1	2.3	0.5	-2.7	0.3	0.8	1.5	-3.1	2.5	-1.8	2.9
CC(C)CNC(C)C(=O)Nc1ccc(S(N)(=O)=O)cc1 (stereo unspecified)	-0.2	1.6	-2.5	-3.3	-4.5	3.5	1.8	-0.3	-1.8	8.5
Fc1ccc(CNCCC(Cc2ccccc2)c2ccco2)cc1 (stereo unspecified)	-1.3	-18.2	-0.2	3.1	4.1	-0.6	-15.2	-5.4	3.5	1.1
O=C(CN1CCOCC1)Nc1c(-c2ccccc2)c2cc(Br)ccc2[nH]c1=O	-2.9	-0.9	-0.5	-3.8	-3.3	6.6	-2.2	1.7	-4.1	1.3
CCc1ccccc1N(C)S(=O)(=O)c1ccc2[nH]cc(C(=O)N3CCc4ccccc43)c(=O)c2c1	-22.8	-4.1	0.4	32.5	12.6	-38.4	8.3	-7.7	-16.9	14.0
O=C(/C=C/c1ccccc1)N1CCCN(C(=O)/C=C/c2ccccc2)CC1	1.7	-1.0	4.9	-3.8	0.5	-4.3	1.6	-1.2	-1.5	-3.7
Cc1noc(C)c1S(=O)(=O)N(CCc1ccccc1)Cc1ccccc1	0.3	-6.4	2.7	3.5	4.0	-18.1	-8.9	-0.4	-3.0	-11.3
Cc1cc(=O)oc2cc(OCC(=O)NC3CC(C)(C)NC(C)(C)C3)ccc12	0.7	2.6	-3.6	5.8	-11.9	1.6	-5.4	-1.3	7.3	1.9
C[C@@H]1CN([C@H](C)CO)C(=O)CCCn2nncc2CO[C@H]1CN(C)S(=O)(=O)c1cccc(F)c1	0.7	2.1	4.7	0.3	9.8	5.3	3.0	4.3	6.1	5.2
COc1ccc(CCNC(=O)CNS(=O)(=O)c2ccc(F)c(Cl)c2)cc1OC	-0.8	3.1	-1.7	-0.2	-4.5	-3.8	-0.5	-1.2	-0.2	-0.5

An excerpt from above with just PRMT1 FP inh, MBD2 DNA inh and rCAG binder.
| smiles | PRMT1 FP inh | MBD2 DNA inh | rCAG binder |
| --- | --- | --- | --- |
| Cc1nn(C)c(Cl)c1CN1CCCC(C(=O)Nc2cccc(-n3cccn3)c2)C1 (stereo unspecified) | 2.9 | 3.5 | -5.9 |
| CC1CCCCN1S(=O)(=O)c1ccc(C(=O)Nc2nnc(-c3ccccc3Cl)o2)cc1 (stereo unspecified) | -0.4 | -0.7 | 8.6 |
| N[C@@H](Cc1ccc(O)cc1)c1nnc([C@H](CC(=O)O)NC(=O)C2CCNCC2)o1 | 0.2 | 3.4 | 7.3 |
